From PubChem BioAssay
S3 lipid droplet: qHTS Assay for Lipid Storage Modulators in Drosophila S3 Cells; Drosophila S3 cells, BODIPY lipid droplet fluorescence, 18-24 h; cells fed with added oleic acid; lipid storage change, negative = inhibition, % at the top dose, mostly 46.1 µM; hits show Potency in µM; 0.64% of 320,000 active; active = well fitted inhibition curve with a large enough effect in the signal ratio, with a control signal flat, not every such curve was filed as active; inconclusive = small, poorly fitted or top-dose-only effect, or effect the other way, or a change in a side signal; the % refers to the signal ratio
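Drosophila S3 cells got compounds at several concentrations plus oleic acid (400 uM solution). Laser-scanning cytometry with 488 nm excitation read lipid droplets at 500-530 nm and cells at 575-640 nm. Percent activity was relative to 20 uM Triacsin C.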
S3 lipid droplet cell count max: further read-out of S3 lipid droplet, marked with its call; cell number change, %; measured here: cell count max response;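 cells counted by Cell Tracker Red CMTPX staining in the red channel; peak over a dose series mostly up to 46.1 µM; percent activity relative to internal control wells on each plate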
* hit, by the source's call. % is scaled to controls: 0 for no effect and ±100 for the full control effect; potency is read from the fitted curve at half-maximal effect. Not all compounds are listed; count on the stated rates, not on these rows.

How did O=C1CN(CC(=O)Nc2cccc(Cl)c2Cl)c2ccccc2N1 do in these assays?
S3 lipid droplet: inconclusive

What do the screens show for `Cc1ccc(C2C(C(=O)c3cccs3)=C(O)C(=O)N2c2ccc(S(N)(=O)=O)cc2)cc1` (configuration not stated)?
S3 lipid droplet: 21%; S3 lipid droplet cell count max: 18

Results for Cc1cc(F)ccc1S(=O)(=O)N1CCCOC1CNC(=O)C(=O)NCCc1c[nH]c2ccccc12 (configuration not stated) ?
S3 lipid droplet: 16%; S3 lipid droplet cell count max: -2

What do the screens show for `CCOc1cccc(NC(=O)c2ccc(S(=O)(=O)N3CCCC3)cc2)c1`?
S3 lipid droplet: inconclusive

What do the screens show for `N#Cc1c(NC(=O)C2CC(c3c(F)cccc3Cl)=NO2)sc2c1CCC2` (configuration not stated)?
S3 lipid droplet: inconclusive

What do the screens show for `Cc1ccc(N2C(=O)N(CC(=O)Nc3ccccc3C(F)(F)F)C(=O)C2C)cc1` (configuration not stated)?
S3 lipid droplet: inconclusive

Results for COc1ccc(S(=O)(=O)N(C)CC(=O)Nc2ccc(C(N)=O)cc2)cc1OC ?
S3 lipid droplet: 0%; S3 lipid droplet cell count max: 3

Results for CCCc1cc(C(=O)Cc2ccc(C(=O)OCC)o2)c(O)cc1O ?
S3 lipid droplet: inactive

Results for Cc1ccc(NC(=O)CSCC(=O)N2c3ccccc3CCc3ccccc32)cc1 ?
S3 lipid droplet: inconclusive

How did CNC(=O)CSc1nnc(COc2ccc([N+](=O)[O-])cc2)n1C do in these assays?
S3 lipid droplet: 0%; S3 lipid droplet cell count max: 10

How did Brc1cc(/C=N/n2cnnc2)oc1Br do in these assays?
S3 lipid droplet: inconclusive

What do the screens show for `CCNC(=S)NCc1ccc(F)cc1`?
S3 lipid droplet: -5%; S3 lipid droplet cell count max: -16

What do the screens show for `CSCCC(NC(=O)c1ccccc1Br)C(=O)NNC(=O)c1ccncc1` (configuration not stated)?
S3 lipid droplet: inconclusive

How did CC(=O)N/C(=C/c1ccc2c(c1)OCO2)C(=O)NCc1ccccc1 do in these assays?
S3 lipid droplet: 7%; S3 lipid droplet cell count max: 17

How did O=C1NCCCC1C(=O)Nc1ccccn1 (configuration not stated) do in these assays?
S3 lipid droplet: inactive; S3 lipid droplet cell count max: -5

Results for CC(CN1CCN(C)CC1)OC(=O)c1cccc(F)c1 (configuration not stated) ?
S3 lipid droplet: inconclusive

How did O=C(NCCN1CCCC1)c1ccc2c(=O)n(CCc3ccccc3)c(=O)[nH]c2c1 do in these assays?
S3 lipid droplet: -15%

How did O=C(COc1ccc([N+](=O)[O-])cc1)Nc1ccc2c(c1)OCO2 do in these assays?
S3 lipid droplet: 6%; S3 lipid droplet cell count max: 23

Results for Cc1ccc(C)c(S(=O)(=O)N2CCN(C(=O)c3ccccn3)CC2)c1 ?
S3 lipid droplet: inconclusive

What do the screens show for `COc1ccc(N2CCN(Cc3nc4scc(-c5ccccc5)c4c(=O)[nH]3)CC2)cc1`?
S3 lipid droplet: inconclusive

What do the screens show for `COc1cc(NS(=O)(=O)c2ccc(NC(=S)NC(=O)c3cccs3)cc2)nc(OC)n1`?
S3 lipid droplet: 0%; S3 lipid droplet cell count max: -2

What do the screens show for `Cc1ccc(C(=O)c2sc(Nc3ccccc3)c(C#N)c2N)cc1`?
S3 lipid droplet: inconclusive

What do the screens show for `O=C(Nc1ccccc1N1CCCCC1)c1ccco1`?
S3 lipid droplet: -14%; S3 lipid droplet cell count max: -8

How did COc1ccc(C2CCCN2C(=O)Nc2ccccc2)cc1OC (configuration not stated) do in these assays?
S3 lipid droplet: -1%; S3 lipid droplet cell count max: -1

Results for COc1ccccc1NC(=S)N(Cc1ccc(Cl)cc1)CC1CCC(C(=O)O)CC1 (configuration not stated) ?
S3 lipid droplet: inconclusive

How did CCOC(=O)c1sc(NC(=O)Cn2nnc3sc4c(c3c2=O)CCCC4)nc1C do in these assays?
S3 lipid droplet: inconclusive

Results for COc1ccc(NC(=O)CN(C)C(=O)c2ccc(N3CCOCC3)c([N+](=O)[O-])c2)cc1 ?
S3 lipid droplet: inconclusive

How did COc1ccc(Cn2nc(C)n(N(C)c3ncc(C(F)(F)F)cc3Cl)c2=O)cc1 do in these assays?
S3 lipid droplet: inconclusive

How did COc1cc(NS(=O)(=O)c2ccc(N/C=C(\C#N)c3nc4cc(Cl)ccc4o3)cc2)nc(OC)n1 do in these assays?
S3 lipid droplet: inactive

Results for O=C(NCCOc1ccccc1)c1cc(S(=O)(=O)N2CCOCC2)ccc1F ?
S3 lipid droplet: inconclusive

Results for Cc1cc(C)cc(-n2ccnc2SCC(=O)O)c1 ?
S3 lipid droplet: -51%

How did O=C(CCCc1ccccc1)NC12CC3CC(CC(C3)C1)C2 do in these assays?
S3 lipid droplet: inconclusive

How did Cc1cc(C)n2c(SCC(=O)Nc3ccccc3)nnc2n1 do in these assays?
S3 lipid droplet: inconclusive

How did CSCCC(NC(=O)COc1ccccc1)C(=O)OCC(=O)c1ccccc1 (configuration not stated) do in these assays?
S3 lipid droplet: 27%

How did COc1cccc(S(=O)(=O)N2CCN(c3ccccc3F)CC2)c1 do in these assays?
S3 lipid droplet: inconclusive

Results for C=CCc1ccc(OCC(O)CN2CCN(Cc3ccc(Cl)cc3)CC2)c(OC)c1 (configuration not stated) ?
S3 lipid droplet: inconclusive

How did O=C(Nc1ccc(C(=O)Oc2ccccc2)c(O)c1)c1ccco1 do in these assays?
S3 lipid droplet: inactive; S3 lipid droplet cell count max: -19

How did N#CC(c1ccc(O)cc1)N1CCOCC1 (configuration not stated) do in these assays?
S3 lipid droplet: -9%; S3 lipid droplet cell count max: 22

How did Cc1ccc(/C=C/C(=O)c2cc(Br)ccc2OC(=O)c2ccco2)cc1 do in these assays?
S3 lipid droplet: inactive

How did CCOc1cc(C2C(C#N)=C(N)OC3=C2C(=O)CC(C)(C)C3)cc([N+](=O)[O-])c1O (configuration not stated) do in these assays?
S3 lipid droplet: 1%; S3 lipid droplet cell count max: -1

What do the screens show for `CCN(CC)CCN1C(=O)C(=O)/C(=C(/O)c2cccc(OC)c2)C1c1ccccn1` (configuration not stated)?
S3 lipid droplet: -16%; S3 lipid droplet cell count max: 23

How did COc1ccccc1CN1CC(C(=O)N(C)CCc2nc3ccc(F)cc3[nH]2)CCC1=O (configuration not stated) do in these assays?
S3 lipid droplet: inconclusive

What do the screens show for `O=C(O)CC1(CC(=O)Nc2ccc(Br)cc2)CCCCC1`?
S3 lipid droplet: -7%; S3 lipid droplet cell count max: -4

What do the screens show for `COc1ccccc1CCC(=O)N1CCN(C(=O)c2ccccc2)CC1`?
S3 lipid droplet: 16%; S3 lipid droplet cell count max: 18

What do the screens show for `Cc1ccc(C(=O)NCCN2CCOCC2)cc1S(=O)(=O)N1CCCCC1`?
S3 lipid droplet: inactive; S3 lipid droplet cell count max: 4

Seven entries out of the list, ordered by formula weight, smallest number first.
Results for Cc1cc(C)cc(-n2ccnc2SCC(=O)O)c1 ?
S3 lipid droplet: -51%

Results for CC(CN1CCN(C)CC1)OC(=O)c1cccc(F)c1 (configuration not stated) ?
S3 lipid droplet: inconclusive

How did Brc1cc(/C=N/n2cnnc2)oc1Br do in these assays?
S3 lipid droplet: inconclusive

Results for CCCc1cc(C(=O)Cc2ccc(C(=O)OCC)o2)c(O)cc1O ?
S3 lipid droplet: inactive

Results for COc1ccccc1NC(=S)N(Cc1ccc(Cl)cc1)CC1CCC(C(=O)O)CC1 (configuration not stated) ?
S3 lipid droplet: inconclusive

What do the screens show for `CSCCC(NC(=O)c1ccccc1Br)C(=O)NNC(=O)c1ccncc1` (configuration not stated)?
S3 lipid droplet: inconclusive

Results for Cc1cc(F)ccc1S(=O)(=O)N1CCCOC1CNC(=O)C(=O)NCCc1c[nH]c2ccccc12 (configuration not stated) ?
S3 lipid droplet: 16%; S3 lipid droplet cell count max: -2

Additional entries
Results for O=C(Nc1ccc(Cl)cc1Cl)NC1CCN(S(=O)(=O)c2ccc(F)cc2)CC1 ?
S3 lipid droplet: -14%; S3 lipid droplet cell count max: -9

Results for CCOC(=O)C(Oc1ccc2c(-c3ccccc3)cc(=O)oc2c1C)c1ccccc1 (configuration not stated) ?
S3 lipid droplet: 5%; S3 lipid droplet cell count max: 7

How did CC(C)OC(=O)c1c(NC(=O)CCC(=O)O)sc2c1CCCCC2 do in these assays?
S3 lipid droplet: 0%; S3 lipid droplet cell count max: 20

What do the screens show for `COc1ccc(C(=O)Nc2ccc(O)c3c(=O)cc(-c4cccc(Cl)c4)oc23)cc1`?
S3 lipid droplet: 18%; S3 lipid droplet cell count max: 6

How did Cc1ccc(NC(=O)CS(=O)CC(=O)NCC2OCCc3ccccc32)c(C)c1 (configuration not stated) do in these assays?
S3 lipid droplet: 15%; S3 lipid droplet cell count max: -25

Results for O=C(CCl)Nc1cc(S(=O)(=O)N2CCCCCC2)ccc1Cl ?
S3 lipid droplet: inconclusive

How did CCOC(=O)C1=C(COC(=O)c2ccc(C)s2)NC(=O)NC1C (configuration not stated) do in these assays?
S3 lipid droplet: inactive

What do the screens show for `O=C(c1ccco1)N1CCN(S(=O)(=O)c2ccccc2[N+](=O)[O-])CC1`?
S3 lipid droplet: inconclusive

What do the screens show for `COc1cc(C(=O)N2CCc3ccccc32)c([N+](=O)[O-])cc1OC`?
S3 lipid droplet: inconclusive

Results for O=C(COC(=O)c1ccc(O)cc1O)Nc1ccc(Cl)cn1 ?
S3 lipid droplet: inconclusive

How did Cc1ccc(NC(=O)N2CCC(C(=O)NCCC3=CCCCC3)CC2)cc1 do in these assays?
S3 lipid droplet: inconclusive

Results for Cc1onc(-c2ccccc2Cl)c1C(=O)Nc1cccnc1 ?
S3 lipid droplet: inconclusive

How did CCn1c(=O)c2sccc2n(Cc2cccc(C)c2)c1=O do in these assays?
S3 lipid droplet: inconclusive

What do the screens show for `CC(C)OC(=O)c1cc(=O)[nH]c2ccccc12`?
S3 lipid droplet: 4%; S3 lipid droplet cell count max: -14

How did Cc1ccc(NC(=O)CS(=O)c2ccccc2N)c(C)c1 (configuration not stated) do in these assays?
S3 lipid droplet: inactive

Fetched by compound from the entries so far (three):
How did CC(C)OC(=O)c1c(NC(=O)CCC(=O)O)sc2c1CCCCC2 do in these assays?
S3 lipid droplet: 0%; S3 lipid droplet cell count max: 20

What do the screens show for `CC(C)OC(=O)c1cc(=O)[nH]c2ccccc12`?
S3 lipid droplet: 4%; S3 lipid droplet cell count max: -14

Results for O=C(Nc1ccc(Cl)cc1Cl)NC1CCN(S(=O)(=O)c2ccc(F)cc2)CC1 ?
S3 lipid droplet: -14%; S3 lipid droplet cell count max: -9

(cont.)
How did C/C(CC(=O)Nc1cc(C)ccn1)=N\NC(=O)c1cccc(C)c1 do in these assays?
S3 lipid droplet: 0%; S3 lipid droplet cell count max: 2

How did COc1ccc(S(=O)(=O)N2CCOCC2)cc1NC(=O)CSc1n[nH]c(C(C)C)n1 do in these assays?
S3 lipid droplet: inconclusive

What do the screens show for `COc1cccc(CC(=O)Nn2c(C)nc3ccccc3c2=O)c1`?
S3 lipid droplet: inactive

What do the screens show for `CSc1ccc(S(=O)(=O)NCc2ccccc2Cl)cc1`?
S3 lipid droplet: -24%; S3 lipid droplet cell count max: -2

How did CCCNS(=O)(=O)c1ccc(OCC(=O)Nc2ccc3c(c2)OCCO3)c(C)c1 do in these assays?
S3 lipid droplet: inconclusive

What do the screens show for `Cn1cccc1C(=O)NC(=O)COC(=O)CC12CC3CC(CC(C3)C1)C2`?
S3 lipid droplet: inconclusive

How did CCCCN1C(=O)C(O)(CC(=O)c2ccccc2OC)c2ccccc21 (configuration not stated) do in these assays?
S3 lipid droplet: 0%; S3 lipid droplet cell count max: 0

What do the screens show for `CC(=O)c1ccc(NC(=O)c2ccc(CNc3c(N4CCOCC4)c(=O)c3=O)cc2)cc1`?
S3 lipid droplet: 7%

Results for CCN(CC)CCC(=O)N1c2ccccc2CCc2ccc(NC(=O)OC(C)C)cc21 ?
S3 lipid droplet: inconclusive

Results for CCOc1ccc2nc(N3CCCC(C(=O)NC4CCCC4)C3)sc2c1 (configuration not stated) ?
S3 lipid droplet: inconclusive

Results for CCN(CC)c1nc(C(N)=O)cc(-c2ccccc2)n1 ?
S3 lipid droplet: inconclusive

Results for Cc1ccc(C(=O)N/C(=C/c2cn(-c3ccccc3)nc2-c2ccccc2)C(=O)O)cc1 ?
S3 lipid droplet: -6%; S3 lipid droplet cell count max: -7

What do the screens show for `Cc1c(CN2CCC(CO)(CCOc3ccccc3)CC2)[nH]c2ccc(Cl)cc12`?
S3 lipid droplet: inconclusive

How did O=C(NCCc1ccccc1)/C(=C\c1ccc([N+](=O)[O-])cc1)NC(=O)c1ccc(Br)cc1 do in these assays?
S3 lipid droplet: inconclusive

What do the screens show for `CC(=O)Nc1ncc(Cc2cc(Cl)ccc2Cl)s1`?
S3 lipid droplet: inconclusive

What do the screens show for `NCCCn1c(C(=O)c2ccc(Cl)cc2)c2ccc(C(F)(F)F)cc2[n+]1[O-]`?
S3 lipid droplet: inconclusive

What do the screens show for `CCC(C)c1ccc(NC(=S)NC2CCN(Cc3ccccc3)CC2)cc1` (configuration not stated)?
S3 lipid droplet: inconclusive

What do the screens show for `Cc1csc(NC(=O)C2CC(=O)N(c3ccc(C)c(C)c3)C2)n1` (configuration not stated)?
S3 lipid droplet: inactive; S3 lipid droplet cell count max: -2

Results for C=CCn1c(SCC(=O)Nc2ccc(OC)cc2)nnc1-c1cnccn1 ?
S3 lipid droplet: inconclusive

Results for COc1ccc(Cl)cc1C(=O)NNC(=O)c1csc(N2CCOCC2)n1 ?
S3 lipid droplet: inactive; S3 lipid droplet cell count max: 27

Results for CCC(=O)Nc1cc(OC)cc(OC)c1 ?
S3 lipid droplet: inconclusive
